High-throughput results from PubChem BioAssay.
SSB-PriA inh: inhibitors of Klebsiella pneumoniae PriA binding to SSB C-terminal tail; inhibition, % at 33 µM; AID 1272365; 430,000 compounds, 0.6% hits; AlphaScreen SSBct-PriA binding, biotinylated peptide; in the data active = inhibition mostly above about 37%, no sharp cut-off; inactive = mostly below about 20%;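 also: plate controls were negative control peptide for no effect and reference peptide for full effect; strong numbers were not always called active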
BH1578 lux ind: quorum light induction in luxS cqsA deficient V. cholerae. V. cholerae BH1578 lux reporter, luminescence, 6 h. activation, % at 18.7 µM. 350,000 compounds, 0.16% hits. AID 588436; in the data active = activation mostly above about 9.7%, no sharp cut-off; also: not every result past the cut was called active; inactives centre near 0; reference of the scale not given here
SARS 3CLpro inh: SARS-CoV 3CLpro protease inhibition. recombinant SARS-CoV 3CLpro, quenched FRET peptide cleavage. inhibition, % at 6 µM. 290,000 compounds, 0.14% hits. AID 1706; in the data active = inhibition above about 12%
Anthrax LF inh2: anthrax lethal factor protease inhibition. P15917. multiplex microsphere protease cleavage assay, LF. inhibition, % at 10 µM. 360,000 compounds, 0.12% hits; in the data active = inhibition above about 30%; also: plate controls were buffer without enzyme for full effect and enzyme alone for no effect
Y pestis TopoI: Y. pestis Topo-I inhibition via cleavage products; Y. pestis Topo-I cleavage product accumulation, plate reader; activity, % at 10 µM; 360,000 compounds, 0.064% hits; AID 504884; in the data active = activity above about 50%, passing the limit was not always enough; also: inactives centre near 2
PfHsp40 yeast: restores yeast growth despite PfHsp40 toxicity; S. cerevisiae expressing PfHsp40, growth rescue, ATP luminescence; AID 504582; 340,000 compounds, 0.68% hits; growth rescue, % at 12.5 µM; in the data active = growth rescue above about 28%, passing the limit was not always enough;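 also: yeast W303a lacking pdr1 and pdr3 grown in galactose medium; growth measured after three days at 30 °C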
MazEF act: activators of E. coli MazEF toxin-antitoxin RNase; P0AE70; FAM/BHQ RNA-DNA oligo cleavage fluorescence, 5 h; activation, % at 20 µM; 350,000 compounds, 0.32% hits; in the data active = activation above about 50%
VHR inh abs: inhibitors of human VHR1 phosphatase (DUSP3) | P51452 | inhibition, % at 13.3 µM | recombinant VHR phosphatase, pNPP absorbance | 290,000 compounds, 0.52% hits; in the data active = inhibition above about 50%; also: some compounds called inactive have numbers as strong as hits
TcdB GH inh: blocks C. difficile toxin B glycohydrolase activity; P18177; TcdB glycohydrolase enzymatic assay, plate reader; inhibition, % at 9.99 µM; 350,000 compounds, 0.24% hits; in the data active = inhibition above about 10%
Target sequence (P18177 whole entry, looked up): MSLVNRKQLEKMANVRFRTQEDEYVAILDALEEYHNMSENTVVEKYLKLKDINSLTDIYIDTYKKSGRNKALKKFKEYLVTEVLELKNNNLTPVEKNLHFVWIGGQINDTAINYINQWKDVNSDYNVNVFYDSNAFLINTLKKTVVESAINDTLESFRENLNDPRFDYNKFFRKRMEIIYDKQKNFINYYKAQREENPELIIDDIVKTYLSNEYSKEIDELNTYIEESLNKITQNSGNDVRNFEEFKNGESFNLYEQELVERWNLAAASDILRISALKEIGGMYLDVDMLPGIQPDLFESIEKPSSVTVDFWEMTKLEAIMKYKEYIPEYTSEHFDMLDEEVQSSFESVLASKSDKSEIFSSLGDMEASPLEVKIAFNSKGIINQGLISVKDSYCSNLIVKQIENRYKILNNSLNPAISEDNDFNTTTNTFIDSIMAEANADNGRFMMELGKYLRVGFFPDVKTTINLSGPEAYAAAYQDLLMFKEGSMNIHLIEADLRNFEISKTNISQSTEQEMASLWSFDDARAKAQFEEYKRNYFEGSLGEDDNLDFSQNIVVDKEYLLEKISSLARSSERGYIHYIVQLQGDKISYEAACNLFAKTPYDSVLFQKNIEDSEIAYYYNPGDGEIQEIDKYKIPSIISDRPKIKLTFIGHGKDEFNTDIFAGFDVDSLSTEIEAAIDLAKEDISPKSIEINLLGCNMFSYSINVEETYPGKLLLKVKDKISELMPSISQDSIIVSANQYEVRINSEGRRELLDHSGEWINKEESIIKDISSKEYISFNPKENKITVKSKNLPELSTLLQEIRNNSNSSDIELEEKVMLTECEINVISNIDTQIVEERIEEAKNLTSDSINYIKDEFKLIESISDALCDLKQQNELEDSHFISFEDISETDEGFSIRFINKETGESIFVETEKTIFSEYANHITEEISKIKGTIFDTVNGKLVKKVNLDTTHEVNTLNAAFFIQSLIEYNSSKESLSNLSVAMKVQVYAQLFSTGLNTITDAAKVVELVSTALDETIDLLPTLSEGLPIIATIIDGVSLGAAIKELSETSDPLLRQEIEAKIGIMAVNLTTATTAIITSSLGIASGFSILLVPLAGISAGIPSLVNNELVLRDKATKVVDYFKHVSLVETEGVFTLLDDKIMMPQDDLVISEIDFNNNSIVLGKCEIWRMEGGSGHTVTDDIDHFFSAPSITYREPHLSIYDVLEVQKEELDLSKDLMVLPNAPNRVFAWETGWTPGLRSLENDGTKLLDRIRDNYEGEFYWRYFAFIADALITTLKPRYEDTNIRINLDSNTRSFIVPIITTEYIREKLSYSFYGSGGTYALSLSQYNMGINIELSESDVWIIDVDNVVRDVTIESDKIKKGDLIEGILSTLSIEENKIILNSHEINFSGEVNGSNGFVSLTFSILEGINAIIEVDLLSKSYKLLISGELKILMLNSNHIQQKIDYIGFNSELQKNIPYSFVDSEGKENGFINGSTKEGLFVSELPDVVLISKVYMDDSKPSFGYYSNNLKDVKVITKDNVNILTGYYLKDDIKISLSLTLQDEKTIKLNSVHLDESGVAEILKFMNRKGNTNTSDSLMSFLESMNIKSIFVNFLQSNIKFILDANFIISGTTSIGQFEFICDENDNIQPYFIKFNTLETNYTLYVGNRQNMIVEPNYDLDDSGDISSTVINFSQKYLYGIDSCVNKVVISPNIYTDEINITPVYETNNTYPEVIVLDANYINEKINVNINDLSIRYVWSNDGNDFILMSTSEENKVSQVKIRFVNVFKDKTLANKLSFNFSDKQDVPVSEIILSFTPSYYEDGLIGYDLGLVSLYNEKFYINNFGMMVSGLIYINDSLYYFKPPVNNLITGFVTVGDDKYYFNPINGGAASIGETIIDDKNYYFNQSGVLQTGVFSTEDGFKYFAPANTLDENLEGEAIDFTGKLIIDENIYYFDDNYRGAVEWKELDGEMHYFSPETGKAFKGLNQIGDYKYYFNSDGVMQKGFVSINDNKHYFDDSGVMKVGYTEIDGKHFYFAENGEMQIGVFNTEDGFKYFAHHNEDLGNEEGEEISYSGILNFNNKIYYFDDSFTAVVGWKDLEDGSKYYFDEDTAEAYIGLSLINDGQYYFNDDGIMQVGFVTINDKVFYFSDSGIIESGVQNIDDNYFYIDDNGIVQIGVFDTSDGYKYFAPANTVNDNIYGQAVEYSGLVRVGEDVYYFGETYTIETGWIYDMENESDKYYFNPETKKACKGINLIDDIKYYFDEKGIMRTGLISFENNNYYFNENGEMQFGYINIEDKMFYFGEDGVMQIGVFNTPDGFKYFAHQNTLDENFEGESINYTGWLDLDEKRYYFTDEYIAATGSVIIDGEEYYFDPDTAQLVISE
Rv3671c protease: Rv3671c (M. tuberculosis) protease inhibition | P9WHR9 | inhibition, % at 5.96 µM | 320,000 compounds, 0.048% hits | AID 2606; in the data active = inhibition above about 38%;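 also: extracellular domain of Rv3671c used as enzyme; 0% = enzyme with DMSO and 100% = no enzyme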
* = called active by the depositor; i = inactive; · = not tested or not shown; & = joins results of further samples. Only part of the results is shown; rates above refer to the full screens.

1) COc1cc(C(=O)OCC(=O)c2cc(C)n(C)c2C)cc(OC)c1OC
2) O=C1C=C(c2cccc(CO)c2)C[C@@H](c2ccc(F)cc2)C1
3) Cc1cc(C)n(-c2n[nH]c(=O)c3ccccc23)n1
4) CCOc1cccc(/C=C(\C#N)C(=O)NC2CC2)c1
5) COc1ccc(C(=O)Nc2ccc(S(=O)(=O)NC(C)(C)C)cc2)cc1[N+](=O)[O-]
6) CCCCC1=C(C(=O)OCC)C(C(=O)OCC)Oc2ccccc21 (stereo unspecified)

assay / compound,1,2,3,4,5,6
SSB-PriA inh,7,-1,2,-6,0,-34
BH1578 lux ind,2.5,i,-0.3,0.9,-0.7,-0.4
SARS 3CLpro inh,-4,·,0,·,-3,·
Anthrax LF inh2,-4,3,-3,1,-9,-4
Y pestis TopoI,-5,-11,0,2,-4,35
PfHsp40 yeast,-1.0,0.7,0.6,-1.8,0.6,0.9
MazEF act,-4,-1,-2,13,5,2
VHR inh abs,-1,·,-3,·,-3,·
TcdB GH inh,·,0.4,0.9,0.5,-0.3,0.3
Rv3671c protease,-3,-14,1,1,-15,·

7) CCC(C)[C@H](NC(=O)NC1CCCc2ccccc21)C(=O)O (stereo partly specified)
8) O=C(NCCCO)C(=O)Nc1cc2c3c(c1)CCC(=O)N3CCC2
9) COc1cccc(OC)c1C(=O)Nc1ccc(CN2CCOCC2)cc1
10) COC(=O)CNC(c1ccccc1)c1cc(Br)ccc1NC(C)=O (stereo unspecified)
11) CCn1c(SCC(=O)NC2CCCC2)nnc1-c1ccccn1
12) CCOC(=O)C1=C(CSc2nc3c(cc2C#N)CN(C)CC3)OC(N)=C(C#N)C1c1ccncc1 (stereo unspecified)

assay / compound,7,8,9,10,11,12
SSB-PriA inh,-1,-5,5,-14,0,7
BH1578 lux ind,-0.4,i,14,-1.2,-1.7,-0.2
SARS 3CLpro inh,2,3,-3,0,-1,2
Anthrax LF inh2,-5,-4,-2,2,5,0
Y pestis TopoI,-6,5,-6,6,9,-14
PfHsp40 yeast,-0.4,-1.7,-1.0,2.8,-2.1,0.2
MazEF act,2,2,-2,8,2,-30
VHR inh abs,26,2,17,7,8,12
TcdB GH inh,·,1.8,·,0.0,0.5,·
Rv3671c protease,-6,-5,-8,1,4,-13

An excerpt of these results, tab-delimited.
cpd	SMILES	SSB-PriA inh	BH1578 lux ind	SARS 3CLpro inh	Anthrax LF inh2	Y pestis TopoI	PfHsp40 yeast	MazEF act	VHR inh abs	TcdB GH inh	Rv3671c protease
1	COc1cc(C(=O)OCC(=O)c2cc(C)n(C)c2C)cc(OC)c1OC	7	2.5	-4	-4	-5	-1.0	-4	-1	·	-3
5	COc1ccc(C(=O)Nc2ccc(S(=O)(=O)NC(C)(C)C)cc2)cc1[N+](=O)[O-]	0	-0.7	-3	-9	-4	0.6	5	-3	-0.3	-15
4	CCOc1cccc(/C=C(\C#N)C(=O)NC2CC2)c1	-6	0.9	·	1	2	-1.8	13	·	0.5	1
11	CCn1c(SCC(=O)NC2CCCC2)nnc1-c1ccccn1	0	-1.7	-1	5	9	-2.1	2	8	0.5	4
10	COC(=O)CNC(c1ccccc1)c1cc(Br)ccc1NC(C)=O (stereo unspecified)	-14	-1.2	0	2	6	2.8	8	7	0.0	1

Continued.
13) Cn1cccc1/C=C(\C#N)C(N)=S
14) CCCc1nc2c([nH]1)c(=O)n(C)c(=O)n2C
15) O=C1NC(=O)/C(=C\c2ccc(N3CCOCC3)o2)N1
16) COC(=O)C1=C(Nc2ccc(C)cc2)C=C(C)C(C(=O)OC)C1c1ccc(OC)cc1 (stereo unspecified)
17) Cc1ccc2nc(-c3ccc(SCC(=O)O)nc3)[nH]c2c1
18) N#Cc1cc2c([nH]c1=O)CCCC2

assay / compound,13,14,15,16,17,18
SSB-PriA inh,-8,-1,1,10,-13,1
BH1578 lux ind,i,i,i,-0.3,i,i
SARS 3CLpro inh,1,-4,0,2,0,1
Anthrax LF inh2,·,2,0,-6,-4,0
Y pestis TopoI,-1,-4,1,5,55*,7
PfHsp40 yeast,-1.0,1.5,0.7,0.1,1.9,1.1
MazEF act,6,-3,-12,-6,7,-3
VHR inh abs,-6,60*,-3,4,23,19
TcdB GH inh,-1.2,0.6,0.7,·,·,0.2
Rv3671c protease,6,1,-1,-13,1,2

19) COc1ccc(-n2c(SCC(=O)O)nc3sc4c(c3c2=O)CCCC4)cc1
20) CCN1C(=O)C(O)(CC(=O)C(C)(C)C)c2cc(Br)ccc21 (stereo unspecified)
21) COc1ccc(C(=O)NNC(=O)C(NC(=O)c2ccccc2NC(=O)c2ccco2)C(C)C)cc1 (stereo unspecified)
22) O=C1Nc2ccc3sc4ccccc4c3c2C1=O
23) O=C1CCC(C(=O)N2CCN(c3ccccc3)CC2)CN1Cc1ccc(Cl)cc1 (stereo unspecified)
24) CC(C)CCNC(=O)C1C2C=CC3(CN(Cc4ccccc4Cl)C(=O)C13)O2 (stereo unspecified)

assay / compound,19,20,21,22,23,24
SSB-PriA inh,-3,-7,9,2,·,0
BH1578 lux ind,2.3,-3.0,-0.3,i,i,-0.2
SARS 3CLpro inh,5,0,0,-2,·,3
Anthrax LF inh2,4,-1,-1,·,4,-2
Y pestis TopoI,9,-2,18,1,25,-2
PfHsp40 yeast,1.4,0.0,5.4,-0.2,·,0.8
MazEF act,4,5,-59,-5,4,6
VHR inh abs,-9,6,-4,7,·,19
TcdB GH inh,-3.0,0.5,-0.7,1.4,0.4,-0.5
Rv3671c protease,-3,-14,-17,-11,·,2

25) c1ccc(CSc2nnc([C@@H]3CCCN3)o2)cc1
26) COc1cccc(N=Nc2c(=O)[nH]n3c(=O)cc(C)[nH]c23)c1
27) CCCCNC(=O)CN1C(=O)NC(CCc2ccccc2)C1=O (stereo unspecified)
28) COc1ccc(C(CC(=O)c2ccc(C)cc2)Sc2ccccc2N)cc1 (stereo unspecified)
29) O=C(O)/C=C/c1ccc(Oc2ncccn2)cc1
30) Cc1ccc(NN=C2c3ccccc3-c3ccccc32)cc1

assay / compound,25,26,27,28,29,30
SSB-PriA inh,6,-13,-3,·,0,-9
BH1578 lux ind,-0.7,-0.2,-0.4,-9.1,0.0,-0.2
SARS 3CLpro inh,-3,-2,-1,·,0,1
Anthrax LF inh2,-6,0,-4,2,2,-2
Y pestis TopoI,1,-2,2,7,3,-26
PfHsp40 yeast,8.5,-2.2,-1.1,·,0.3,-0.4
MazEF act,-4,-3,1,-1,1,7
VHR inh abs,7,11,-4,·,27,17
TcdB GH inh,·,·,·,2.3,0.5,·
Rv3671c protease,-5,1,2,·,1,3

31) Nc1nc(NCCN2CCOCC2)nc(NCc2ccccc2)c1[N+](=O)[O-]
32) CC(C)(C)c1cc(NC(=O)c2cc(F)c(F)c(F)c2F)no1
33) O=C(NCCOC(=O)c1ccc(Cl)c(S(=O)(=O)N2CCCCC2)c1)c1ccncc1
34) N#CCCn1cc(C(=O)NCc2ccccc2)c(-c2cccs2)n1
35) O=C(NCc1ccccc1)c1c[nH]c2cc3c(cc2c1=O)OCCO3
36) CCOC(=O)c1nnn(-c2nonc2N)c1CSc1nnc(N)s1

assay / compound,31,32,33,34,35,36
SSB-PriA inh,-1,-32,-5,-10,-5,-4
BH1578 lux ind,i,i,-0.3,-0.3,-0.3,-0.3
SARS 3CLpro inh,-2,4,-1,-3,-1,3
Anthrax LF inh2,-11,-4,1,-3,-4,1
Y pestis TopoI,0,-4,8,3,2,3
PfHsp40 yeast,0.4,-0.9,1.2,-0.9,-0.2,-1.2
MazEF act,5,6,-1,7,37,9
VHR inh abs,-7,2,3,4,-9,10
TcdB GH inh,5.4,·,·,1.4,·,-1.3
Rv3671c protease,-5,1,4,-1,-6,-13

37) Cc1c(CN2CCC(Oc3ccc(C(=O)N4CCCCC4)cc3)CC2)cnn1C
38) COc1ccc2c(Cl)cc(NC(=O)Nc3c(C)cccc3C)nc2c1
39) CC1CCN(S(=O)(=O)c2ccc3nc(N4CCN(c5ccccc5)CC4)ccc3c2)CC1
40) CN(C)/C=N/N(C)c1ncccc1[N+](=O)[O-]
41) COc1ccc(C)cc1NC(=O)CCN1CCCC1
42) COC(=O)CNC(=O)c1cccc(-c2ccc(OC)cc2)c1

assay / compound,37,38,39,40,41,42
SSB-PriA inh,1,·,-8,i,-3,-2
BH1578 lux ind,i,-0.6,·,i,-0.3,-0.3
SARS 3CLpro inh,-5,·,6,0,-5,-1
Anthrax LF inh2,3,-3,·,-6,1,0
Y pestis TopoI,0,1,·,-10,2,-1
PfHsp40 yeast,-0.2,·,·,-0.7,-0.6,1.0
MazEF act,5,-10,14,4,3,4
VHR inh abs,22,·,10,25,11,10
TcdB GH inh,0.4,1.3,1.9,0.1,·,1.0
Rv3671c protease,4,·,1,4,-9,-9

43) CCOC(=O)c1sc(NC(=O)CN2C(=O)NC3(CC(C)CC(C)(C)C3)C2=O)cc1C (stereo unspecified)
44) O=C(/C=C/c1ccc(Cl)cc1Cl)N(Cc1ccccc1)C1CCS(=O)(=O)C1 (stereo unspecified)
45) O=C(O)C1CCN(C(=O)c2ccccc2Cl)CC1
46) COc1ccccc1N1CCN(C(=O)CSc2nnc(NC(=O)C3CC3)s2)CC1
47) Cc1cc(C)n(-c2ccc(C(=O)NCc3ccc(F)cc3)cc2)n1
48) C=CCOc1ccc(C2c3c(oc4ccccc4c3=O)C(=O)N2CCCN2CCOCC2)cc1 (stereo unspecified)

assay / compound,43,44,45,46,47,48
SSB-PriA inh,10,2,-2,-5,-10,-7
BH1578 lux ind,i,i,-0.3,i,i,-0.4
SARS 3CLpro inh,·,-1,-1,1,3,1
Anthrax LF inh2,0,-1,-2,1,1,-7
Y pestis TopoI,-13,24,-6,7,-10,18
PfHsp40 yeast,-0.8,1.1,-0.9,-0.1,-0.8,2.6
MazEF act,-8,-3,2,3,15,11
VHR inh abs,·,0,19,4,4,21
TcdB GH inh,0.7,·,·,·,1.1,·
Rv3671c protease,-36,-8,0,1,-3,-2

49) Clc1ccc2nc(-c3ccccc3)nc(C(Cl)Cl)c2c1
50) O=C(c1cc(-c2ccc(Cl)cc2Cl)on1)N1CCN(C(=O)c2ccco2)CC1
51) CC(C)(C)S(=O)N1Cc2cc(CO)cc(CCO)c2[C@@H]1CCO (stereo partly specified)
52) Fc1ccccc1NC(=S)N(CCCN1CCOCC1)Cc1cccnc1
53) COc1ccc(-c2nc3n(n2)C(c2ccccc2)C2=C(CCCC2=O)N3)cc1OC (stereo unspecified)
54) CCOc1ccc(S(=O)(=O)NCCN2CCOCC2)c2ccccc12

assay / compound,49,50,51,52,53,54
SSB-PriA inh,5,-13,-14,-3,-18,-8&3
BH1578 lux ind,i,1.0,-0.1,i,-0.2,-11
SARS 3CLpro inh,4,-1,·,7,-1,0
Anthrax LF inh2,1,2,-2,-2,·,-4
Y pestis TopoI,2,3,3,3,7,13
PfHsp40 yeast,0.2,2.3,0.6,-1.3,0.4,-1.4
MazEF act,-15,3,-12,-4,3,5
VHR inh abs,-4,3,·,21,17,5
TcdB GH inh,0.8,·,0.7,1.2,·,·
Rv3671c protease,·,-5,·,0,11,2

55) Cc1nc2c(-c3ccc(F)cc3)c(C)nn2c(C)c1CCC(=O)N1CCN(c2ccccn2)CC1
56) O=[N+]([O-])c1ccccc1OCCCOc1cccc2cccnc12
57) O=C(C1CCCCC1)N1C[C@@H](n2cc(-c3ccc(F)cc3)nn2)[C@H](O)C[C@@H]1c1ccc(Cl)cc1
58) CCOc1ccccc1N1C(=O)NC(=O)C(CCc2ccncc2)(CCc2ccncc2)C1=O
59) CCN1CCN(C(=O)C(C)Nc2cc(Cl)c(OC)cc2OC)CC1 (stereo unspecified)
60) Cc1onc(-c2c(F)cccc2Cl)c1C(=O)Nc1ccc(S(=O)(=O)Nc2ncccn2)cc1

assay / compound,55,56,57,58,59,60
SSB-PriA inh,-15,8,·,-5,8,6
BH1578 lux ind,-0.3,-0.3,i,i,i,5.9
SARS 3CLpro inh,-2,1,·,0,5,-2
Anthrax LF inh2,8,7,2,0,-2,3
Y pestis TopoI,15,28,32,-3,-9,4
PfHsp40 yeast,-0.9,0.2,·,-0.2,-0.6,-0.3
MazEF act,4,4,5,-9,-16,6
VHR inh abs,-12,14,·,1,7,15
TcdB GH inh,-0.7,2.7,0.9,·,-4.3,·
Rv3671c protease,3,0,·,5,-15,·
